Screening data (PubChem)
NCI-60 one-dose screen, 48 h, at 10 µM unless noted. Numbers give growth in % (100 = growth as untreated, 0 = no growth, -100 = all killed).
HCT-116 = HCT-116 colon cancer | 82,000 compounds, 7.3% hits | AID 1794798
SNB-19 = SNB-19 CNS cancer cells | 81,000 compounds, 2.5% hits | AID 1794751
KM12 = KM12 colon cancer cells | 82,000 compounds, 5% hits | AID 1794800
SF-268 = SF-268 CNS cancer cells; AID 1794759; 82,000 compounds, 3.1% hits
U251 = U251 CNS tumor cells; 80,000 compounds, 5.4% hits
SF-295 = SF-295 CNS cancer cells; 79,000 compounds, 5.6% hits; AID 1794758
SNB-75 = SNB-75 CNS cancer | 79,000 compounds, 5% hits | AID 1794750
SF-539 = SF-539 CNS cancer. 81,000 compounds, 6.8% hits. AID 1794752
HCC-2998 = HCC-2998 colon cancer | 79,000 compounds, 4.7% hits
The depositor's hits bear a star; / = not tested or not shown; & = joins results of further samples; [ ] = remark or other dose. How the source made its calls: active means growth percent below 10; inactive means the rest.

Values in the order: HCT-116, SNB-19, KM12, SF-268, U251, SF-295, SNB-75, SF-539, HCC-2998
- COc1ccc(S(=O)(=O)Nc2c(/C=C\c3cc(OC)c(OC)c(OC)c3)ccc(OC)c2O)cc1
  -6.7*, 49, -5.0*, 13, 6.0*, 3.3*, 31, -29*, 13
- CCCCN=C1NN=C(c2ccc(C)c(C)c2)CS1
  75, 102, 67, /, 87, 39, /, 102, 100
- Cc1[nH]c(C(=O)Nc2cc(C(N)=O)ccc2OC2CCNC2)c(Cl)c1Cl (centres undefined)
  81, 96, 98, 83, 91, 93, 46, 90, 100
- CCOC(=O)c1cc(C(=O)c2ccc(OC)cc2)n2ccc(/C=C/c3cc[n+](CC(=O)c4ccc(OC)cc4)cc3)cc12
  3.0*, 31, 92, 94, 54, 104, 58, 93, 37
- N#Cc1cnc(OC2CCNC2)nc1-n1cnc2ccccc21 (centres undefined)
  100, 105, 92, 91, 110, 103, 98, 100, 112
- Cc1[nH]c(-c2cccc(C(N)=O)c2)c2c1C(=O)CCCC2
  90, 94, 90, 98, 90, 86, 11, 85, 95
- COc1ccc(C2=NN(c3ccc(Cl)cc3)C(c3cccc(Nc4ccnc5cc(Cl)ccc45)c3)C2)cc1 (centres undefined)
  66, 80, 89, 84, 78, 98, 84, 93, 98
- COc1ccc2c(c1)O/C(=C\c1ccc(O)c(O)c1)C2=O
  89, 92, 78, 70, 84, 107, 70, 79, 113
- NC(=O)CNc1ccccc1O
  76, 99, 99, 92, 92, 99, 94, 105, 109
- C[C@@H]1C[C@H]2C(=O)O[C@@H](C)C(NC(=O)[C@H](Cc3cc(F)cc(F)c3)NC(=O)Nc3ccc(C4CC4)cc3F)C(=O)N3CCC[C@H]3C(=O)N3CCCC[C@H]3C(=O)N[C@@H](CO)C(=O)N2C1 (some centres undefined)
  11, 28, 38, 31, 30, 11, 32, 35, 24
- Cc1ccc(S(=O)(=O)NC(=O)n2ccc3c(Cl)ccnc32)cc1
  103, 126, 105, 103, 105, 102, 97, 98, 102
- C/C=C\Cc1ccc(OCCOC(=O)NC)cc1
  100, 104, /, 95, 83, 98, 82, 100, 97
- Cc1ccc(S(=O)(=O)OC2CCC3(C)C(=CCC4C3CCC3(C)C(C(C)CCCC(C)C)CCC43)C2)cc1 (centres undefined)
  104, 110, 110, 112, 98, 126, 96, 99, 125
- O=C(N/N=C/c1ccccc1Cl)c1ccccc1Nc1ccnc(C(F)(F)F)c1
  13, 17, 10, 14, 4.0*, -41*, -14*, 4.4*, -21*
- CC/C=C/CC
  98, 106, 111, 108, 94, 112, 99, 99, 121
- COC(=O)CCCCCc1ccc(Cc2ccc(CCCCCC(=O)OC)cc2)cc1
  103, 113, 102, 92, 102, 143, 105, 103, 111
- CC[C@H](c1ccc(O)cc1)[C@@H](CC)c1ccc(O)cc1
  97, 117, 113, 119, 103, 99, 68, 90, 118
- O=S(=O)(Nc1ccccc1)c1ccc(C2CC3(Cl)C(Cl)=C(Cl)C2(Cl)C3(Cl)Cl)cc1 (centres undefined)
  18, 78, 23, 57, 40, 8.4*, 70, 73, 53
- COc1ccc(/C=C2\CCCC3C2=NNC3c2ccc(OC)cc2)cc1 (centres undefined)
  105&98, 102&99, 104&114, 102&102, 101&113, 102&111, 70&94, 105&104, 112&108
- O=C(NCn1c(=O)[nH]c2ccccc2c1=O)N1CCOCC1
  111, 96, 101, 95, 102, 89, 92, 98, 97
- CCCCN(CCCC)c1ccc(C(=N)c2ccc(N(C)C)cc2)cc1
  -100*, 6.2*, -50*, -22*, -17*, -72*, -47*, -89*, -48*
- CN1CCN(c2ccc(Nc3nc(NCCNC(=O)C4CCCCC4)c4sccc4n3)cc2)CC1
  41, 102, 85, 68, 84, 95, 94, 75, 120
- CCN(CC)C(C(=O)NC1CCCCC1)c1ccccc1C(=O)OC (centres undefined)
  107, 104, 107, 116, 88, 98, 91, /, 106
- CC(C)CC(NC(=O)C(CCCN=C(N)N)NC(=O)OCc1ccccc1)C(=O)NC(CNC(=O)/C=C/c1ccccc1)C(C)C (centres undefined)
  102, 100, 105, 107, 106, /, 85, 96, 137
- CCOC(=O)CC1CSC(Nc2ccc(C(=O)O)cc2)=N1 (centres undefined)
  103, 102, 107, 108, 108, 101, 91, 107, 115
- O=C(OCCO)N1CCN(CCO)CC1
  105, 111, 109, 103, 105, 100, 112, 111, 105
- Cc1ccc(S(=O)(=O)N2C(=O)/C(=C\c3cn(S(=O)(=O)c4ccc(C)cc4)c4ccccc34)c3ccccc32)cc1
  83, 83, 104, 85, 76, 92, 40, 88, /
- COc1ccc(C/C(C)=C(\c2ccc(O)cc2)c2ccc(OCCN(C)C)cc2)cc1
  108, 106, 97, 100, 103, 101, 95, 112, 107
- O=C(/C=C/c1ccccc1)Oc1ccc(/C=C/c2cc(OC(=O)/C=C/c3ccccc3)cc(OC(=O)/C=C/c3ccccc3)c2)cc1
  96, 96, 103, 100, 95, 101, 80, 92, 104
- O=C(O)c1ccc(-n2cc(CNc3cc(Cl)cc(C(F)(F)F)c3)c(-c3ccc(B(O)O)cc3)n2)cc1
  90, 94, 102, 80, 98, 99, 102, 88, 118

Just SF-295 (two entries from above):
compound | SF-295
CCCCN=C1NN=C(c2ccc(C)c(C)c2)CS1 | 39
Cc1[nH]c(C(=O)Nc2cc(C(N)=O)ccc2OC2CCNC2)c(Cl)c1Cl (centres undefined) | 93

Carrying on:
Values in the order: HCT-116, SNB-19, KM12, SF-268, U251, SF-295, SNB-75, SF-539, HCC-2998
- O=c1cc/c(=N\Nc2ccccc2)c(=O)/c1=N/Nc1ccccc1
  90, 111, 94, 90, 104, 122, 106, 95, 99
- CCOC(=O)Oc1ccc(C)cc1[N+](=O)[O-]
  104, 102, 102, 98, 97, 104, 94, 111, 107
- C/C(=N\NC(=O)CSc1nc2ccccc2c(=O)n1CCc1ccc(S(N)(=O)=O)cc1)c1ccccc1N
  95, 101, 98, 93, 99, 99, 89, 99, 101
- CCOC(=O)C1=C(C)n2nc(CC#N)c(C#N)c2NC1c1ccc(Cl)cc1 (centres undefined)
  101, 106, 85, 87, 107, 102, 86, 97, 100
- COc1nc2ccccc2cc1Cc1cc(-c2ccccc2)n[nH]c1=O
  92, 97, 93, 88, 95, 93, 94, 100, 107
- COc1cc(-c2nc3sc(C4CC4)nn3c2-c2ccc(Cl)cc2)cc(OC)c1OC
  92, 93, 105, 103, 97, 101, 51, 94, 103
- O=C(CCBr)OCCc1ccccc1
  91, 102, 106, 105, 102, 102, 106, 108, 94
- CCCCOc1c(Cl)c(Cl)cc(Cl)c1Cl
  104, 97, 108, 109, 108, 93, 98, 104, 91
- CC(C)NC(=O)OCC#CCOC(=O)NC(C)C
  95, 98, 106, 110, 99, 83, 90, 109, 103
- COc1ccc(C(=O)c2nc3ccccc3n2CC(=O)c2ccc(F)cc2)cc1
  90, 96, 56, 100, 90, 190, 60, 101, 65
- CSc1ccccc1Nc1nc(N)nc(C(Cl)Cl)n1
  93, 97, 98, 103, 108, 95, /, 94, 112
- CCCCCCc1nc2c(c(=O)n(C)c(=O)n2C)n1C
  99, 94, 103, 103, 97, 99, 85, /, 105
- Cn1c(=O)[nH]c(N)c(Br)c1=O
  107, 98, 110, 106, 107, 112, 93, 106, 101
- N[C@H](CS)C(=O)O
  112, 96, 109, 119, 105, 94, 84, 90, 112
- CCOC(=O)c1cccc(N2C(=O)/C(=C/N3N=C(c4ccccc4)CC3c3ccccc3O)SC2=S)c1 (centres undefined)
  64, 71, 74, 68, 57, 57, 107, 103, 99
- COc1ccc(-c2nc(-c3nc4cc(C(=O)c5ccccc5)ccc4[nH]3)cc3c2[nH]c2ccccc23)cc1
  82, 88, 90, 109, 79, 116, 102, 73, 106
- CCn1cc(C(=O)NNC(=S)Nc2ccc(C)cc2)c(=O)c2ccc(C)nc21
  93, 102, 103, 103, 94, 102, 97, 102, 93
- O=c1c(/C=C/c2c(O)ccc3ccccc23)nnc2sc(-c3cccc([N+](=O)[O-])c3)nn12
  11, 50, 37, 40, 0.4*, 44, 52, 53, 61
- CC(=O)Oc1ccccc1C(=O)Nc1ncc([N+](=O)[O-])s1
  3.6*, 42, 25, 19, 39, 9.3*, 46, 39, 23
- CS(=O)(=O)c1ccc(-n2nc(-c3ccc(F)cc3)c3ccccc3c2=O)cc1
  98, 92, 102, 94, 94, 99, 78, 92, 100
- COC(=O)C1CCCC1
  93, 97, 94, 98, 102, 124, 85, 100, 98
- CC(C)=NOCCC#N
  98, 103, 126, 111, 107, /, 88, 104, 103
- COc1cc([N+](=O)[O-])ccc1N
  92, 97, 110, 110, 102, 117, /, 104, 88
- O=C(Nc1ccc(F)cc1)ON=C1CCCCC1
  99[100 µM], 94[100 µM], 93[100 µM], 96[100 µM], 102[100 µM], 100[100 µM], 85[100 µM], 94[100 µM], 106[100 µM]
- C#CCN
  101, 106, 111, 108, 99, 94, 89, 92, 106
- CCOC(=O)C(C(=N)C(=N)C(C(=O)O)C(=O)OCC)C(=O)O (centres undefined)
  97, 96, 104, 99, 97, 100, 80, 97, 102
- O=C(NC(Cc1cc(=O)[nH]c2ccccc12)C(=O)O)c1ccc(Cl)cc1 (centres undefined)
  96, 112, 107, 92, 117, 102, 94, 99, 111
- O=C(Nc1cc(Cl)cc(Cl)c1)Nc1ccc2c(ccn2C(=O)c2cccc(F)c2)c1
  83, 92, 74, 107, 94, 75, 123, 66, 100
- COc1cccc(CNC(=O)c2nc(-c3cc(OC)c(OC)c(OC)c3)n(-c3ccc(OC)c(OC)c3)n2)c1
  83, 98, 96, 94, 99, 94, 47, 85, 86

17 compounds already listed, arranged by number of heavy atoms, rising:
Values in the order: HCT-116, SNB-19, KM12, SF-268, U251, SF-295, SNB-75, SF-539, HCC-2998
- C#CCN
  101, 106, 111, 108, 99, 94, 89, 92, 106
- N[C@H](CS)C(=O)O
  112, 96, 109, 119, 105, 94, 84, 90, 112
- Cn1c(=O)[nH]c(N)c(Br)c1=O
  107, 98, 110, 106, 107, 112, 93, 106, 101
- COc1cc([N+](=O)[O-])ccc1N
  92, 97, 110, 110, 102, 117, /, 104, 88
- O=C(CCBr)OCCc1ccccc1
  91, 102, 106, 105, 102, 102, 106, 108, 94
- CCCCOc1c(Cl)c(Cl)cc(Cl)c1Cl
  104, 97, 108, 109, 108, 93, 98, 104, 91
- CCOC(=O)Oc1ccc(C)cc1[N+](=O)[O-]
  104, 102, 102, 98, 97, 104, 94, 111, 107
- CC(C)NC(=O)OCC#CCOC(=O)NC(C)C
  95, 98, 106, 110, 99, 83, 90, 109, 103
- CSc1ccccc1Nc1nc(N)nc(C(Cl)Cl)n1
  93, 97, 98, 103, 108, 95, /, 94, 112
- CCCCCCc1nc2c(c(=O)n(C)c(=O)n2C)n1C
  99, 94, 103, 103, 97, 99, 85, /, 105
- CC(=O)Oc1ccccc1C(=O)Nc1ncc([N+](=O)[O-])s1
  3.6*, 42, 25, 19, 39, 9.3*, 46, 39, 23
- O=C(NC(Cc1cc(=O)[nH]c2ccccc12)C(=O)O)c1ccc(Cl)cc1 (centres undefined)
  96, 112, 107, 92, 117, 102, 94, 99, 111
- CCOC(=O)C1=C(C)n2nc(CC#N)c(C#N)c2NC1c1ccc(Cl)cc1 (centres undefined)
  101, 106, 85, 87, 107, 102, 86, 97, 100
- CS(=O)(=O)c1ccc(-n2nc(-c3ccc(F)cc3)c3ccccc3c2=O)cc1
  98, 92, 102, 94, 94, 99, 78, 92, 100
- O=c1c(/C=C/c2c(O)ccc3ccccc23)nnc2sc(-c3cccc([N+](=O)[O-])c3)nn12
  11, 50, 37, 40, 0.4*, 44, 52, 53, 61
- CCOC(=O)c1cccc(N2C(=O)/C(=C/N3N=C(c4ccccc4)CC3c3ccccc3O)SC2=S)c1 (centres undefined)
  64, 71, 74, 68, 57, 57, 107, 103, 99
- COc1cccc(CNC(=O)c2nc(-c3cc(OC)c(OC)c(OC)c3)n(-c3ccc(OC)c(OC)c3)n2)c1
  83, 98, 96, 94, 99, 94, 47, 85, 86
